# PTEN del growth: growth suppressors of cells with PTEN tumor suppressor deletion; HCT116 PTEN-null viability, CellTiter-Glo, 60 h; hits give low values; viability, % at 10 µM; 140,000 compounds, 1.2% hits;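 active = viability at or below a set limit, 4 SD under the median of all tested compounds, cut at about 3.7% in these data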;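 also: PTEN knockout HCT116 line with beta catenin targeted HCT116 as companion control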
# MRP1 act: activators of MRP-1 | H69AR cells + doxorubicin, viability rescue, CellTiter-Glo | viability increase, % at 10 µM | 140,000 compounds, 0.61% hits | AID 799;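 active = viability gain under doxorubicin at or above a set limit, the compound median plus 3 SD, cut at about 4.7% in these data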;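 also: MRP-1 overexpressing cells given doxorubicin 25 µM after compound pretreatment; 18-22 h compound pretreatment then 72 h with doxorubicin before readout; 0% = doxorubicin-only wells and 100% = vehicle-treated cells without doxorubicin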
# BB579 growth dn: chemicals that inhibit yeast BB579 growth in restrictive medium (lifespan-shortening candidates). S. cerevisiae BB579 growth, OD615, 48 h. inhibition, % at 10 µM. 140,000 compounds, 0.51% hits. AID 804;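 active = inhibition above a set limit, 3 SD over the mean compound inhibition, cut at about 44% in these data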; also: inactives centre near -24
#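 Assay system – yeast BB579 (DeaD) · Dosing – single compound dose of 10 µM, 0.25% DMSO final · Detection – OD615 turbidity measurement · Buffer or medium – CSMM-D restrictive synthetic medium containing dextrose (glucose) · Benchmarks – positive control amphotericin B 10 µg/mL · Incubation – 48 h exposure, 30 °C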
# Yeast lifespan up: yeast lifespan extension. S. cerevisiae growth with nicotinamide, OD615; deaD strain in restrictive glucose medium. inhibition of the nicotinamide effect, % at 10 µM. 130,000 compounds, 0.68% hits. AID 775;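 active = inhibition above a set limit, placed 3 SD over the median of all compounds, cut at about 26% in these data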;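 also: 0% = nicotinamide-treated wells and 100% = cells grown without nicotinamide; some compounds called inactive have numbers as strong as hits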
#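 Buffer or medium: CSMM-D glucose medium, restrictive; test system: modified budding yeast, DeaD strain; compound: single dose 10 µM compound, 0.25% DMSO; schedule: culture preincubation 4 h, compound exposure 48 h, both 30 °C; detection: optical density (absorbance) at 615 nm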
# NPY-Y2 antag: blocks the human neuropeptide Y Y2 receptor; NPY-Y2 expressing cells, antagonist mode; inhibition, % at 2.7 µM; 140,000 compounds, 0.99% hits; P49146; in the data active = inhibition above about 17%;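 also: 0% = vehicle with agonist challenge and 100% = reference antagonist with challenge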
# Target sequence (P49146 whole entry, looked up): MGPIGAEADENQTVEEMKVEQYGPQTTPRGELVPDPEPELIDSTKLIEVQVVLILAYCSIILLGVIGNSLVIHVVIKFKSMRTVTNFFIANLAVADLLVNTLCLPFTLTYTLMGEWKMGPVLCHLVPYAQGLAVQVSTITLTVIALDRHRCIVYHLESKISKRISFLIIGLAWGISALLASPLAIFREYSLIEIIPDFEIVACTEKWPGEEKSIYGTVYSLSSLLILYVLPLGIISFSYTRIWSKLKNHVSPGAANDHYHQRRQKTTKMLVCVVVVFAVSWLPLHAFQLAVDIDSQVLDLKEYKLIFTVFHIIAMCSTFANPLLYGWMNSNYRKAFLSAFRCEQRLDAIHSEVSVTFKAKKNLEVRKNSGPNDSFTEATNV
# Phagocyt inh: macrophage phagocytosis inhibition. J774A.1 macrophage IgG-bead phagocytosis, imaging. inhibition, % at 5 µM. 110,000 compounds, 0.07% hits. AID 1029;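 active = inhibition above the mean of the plate negative controls plus 5 SD, cut at about 13% in these data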;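 also: phagocytic index as fraction of beads internalized from green versus red external bead signal; plate controls were DMSO negative control for no effect and cytochalasin-D positive control for full effect; some results beyond the cut were filed as inactive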
# Measles CPE: protection of cells from measles virus. 140,000 compounds, 1.5% hits. protection (pct of control), % at 4 µM. AID 841. Measles virus-infected cells, CPE protection, absorbance; in the data active = protection mostly above about 24%, no sharp cut-off; inactive = mostly below about 26%; also: some compounds called inactive have numbers as strong as hits
# bCat KO growth: beta-catenin-lacking colon tumor cell growth suppression; HCT116 beta-catenin knockout viability, CellTiter-Glo, 60 h; hits give low values; viability, % at 10 µM; 140,000 compounds, 1.5% hits; AID 818;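 active = viability at or under a set limit, the compound median less 4 SD, cut at about 6% in these data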;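 also: 0% = Hyamine 1622 control at 20 µM and 100% = untreated cell control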
# E-sel TNF inh: TNF alpha driven E-selectin expression inhibition. HUVEC TNFa-induced E-selectin immunofluorescence, high content. inhibition, % at 2 µM. 120,000 compounds, 0.71% hits;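 active = inhibition above the batch mean plus 3 SD, and confirmed as a hit on visual image review, cut at about 43% in these data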;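 also: 0% = TNF-stimulated DMSO wells and 100% = unstimulated control wells; not every result past the cut was called active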
# GALR2 antag: blocks the human galanin receptor 2. O43603. GALR2-expressing cells, antagonist mode. inhibition, % at 4 µM. 140,000 compounds, 0.39% hits. AID 828; in the data active = inhibition above about 27%;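 also: cells stimulated with galanin 1-16 at roughly its EC80; 0% = agonist challenge control and 100% = basal control without agonist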
# Target sequence (O43603 whole entry, looked up): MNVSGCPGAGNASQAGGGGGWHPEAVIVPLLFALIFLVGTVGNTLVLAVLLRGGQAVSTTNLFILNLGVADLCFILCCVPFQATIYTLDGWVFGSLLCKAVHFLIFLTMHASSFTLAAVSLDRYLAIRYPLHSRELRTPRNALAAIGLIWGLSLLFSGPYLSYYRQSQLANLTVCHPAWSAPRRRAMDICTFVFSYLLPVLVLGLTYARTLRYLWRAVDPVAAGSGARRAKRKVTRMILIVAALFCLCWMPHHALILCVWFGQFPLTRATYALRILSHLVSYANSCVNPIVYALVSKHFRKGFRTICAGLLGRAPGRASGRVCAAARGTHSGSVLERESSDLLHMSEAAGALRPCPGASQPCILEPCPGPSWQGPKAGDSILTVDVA
# Starred values were filed as active, the others as inactive; . = no result given.
SMILES,PTEN del growth,MRP1 act,BB579 growth dn,Yeast lifespan up,NPY-Y2 antag,Phagocyt inh,Measles CPE,bCat KO growth,E-sel TNF inh,GALR2 antag
CCOCC(=O)N1CCN(c2ccc([N+](=O)[O-])cc2)CC1,98,0.5,-5,-5,2,-7,10,89,-10,-2
O=c1ccc(-c2ccccc2)n[nH]1,97,-0.2,-38,-14,1,-1,8,92,2,-2
COCCn1nnnc1CN(CCCN1CCOCC1)Cc1cc2c(C)ccc(C)c2[nH]c1=O,103,-0.6,-6,-10,3,-1,4,102,-17,-4
Cc1nc2ccccc2n1-c1ccccc1,.,0.2,-25,54*,1,0,5,91,.,-12
COc1ccc2nc(NC(=O)CSc3ccccc3)sc2c1,105,-0.3,-76,-9,8,0,7,93,-5,-1
O=C(CN1C(=O)CCC1=O)Nc1ccc(S(=O)(=O)N2CCOCC2)cc1,98,-1.0,-40,-15,0,.,.,95,-36,-7
O=C(Nc1nnc(SCC(=O)N2CCCCC2)s1)C1CCCCC1,89,-2.1,-24,-5,-1,.,6,94,-11,-4
Clc1ccc2c(c1)C(c1cccs1)=NNC(c1cccnc1)=N2,84,-2.4,-37,-17,6,.,15,78,31,10
CC(C(=O)O)N1C(=O)CSc2ncccc21 (stereo not given),107,-1.0,-25,9,0,1,9,98,-7,6
CCOc1ccc(-c2nc(-c3cccnc3)no2)cc1OCC,104,-0.6,15,-12,-1,.,6,97,.,-15
OC(Cn1cncn1)c1ccc(Cl)cc1Cl (stereo not given),105,-2.6,14,-30,1,.,9,102,-27,2
Cc1ccc(-c2noc(C3CCCN(S(=O)(=O)c4ccc(S(=O)(=O)N(C)C)cc4)C3)n2)o1 (stereo not given),91,-4.5,-23,0,3,1,4,92,-3,3
COc1ccc(/C=C2\OC(=O)c3c(OC)cccc32)cc1OC,101,-0.8,-35,-14,4,2,19,108,-1,4
COc1cc(NC(=O)C2CC(=O)NC3=C2C(=O)CC(C)(C)C3)c(OC)cc1Cl (stereo not given),94,-2.8,-14,-6,1,1,2,85,.,13
Cc1ccc(N2CC(C(=O)Nc3ccc(S(=O)(=O)N4CCCC4)cc3)CC2=O)cc1 (stereo not given),88,-4.0,-22,-16,3,-1,8,90,-24,4
CCOc1ccccc1NC(=O)C12CC3CC(C1)CC(c1ccc(C)cc1)(C3)C2,82,-2.3,-46,4,9,-1,30,82,13,-2
COc1cc2c(C(=O)NCc3ccc4c(c3)OCO4)cn(CC(C)C)c(=O)c2cc1OC,83,-4.0,-40,-3,2,0,13,85,.,4
CCOC(=O)N1CCN(Cc2nc(N)nc(Nc3ccc(Oc4ccccc4)cc3)n2)CC1,53,-1.1,-32,-5,-1,-1,4,49,-9,18
O=C1C=C(c2ccccc2)OC(=O)C1C(=O)c1ccccc1 (stereo not given),99,-2.6,-28,.,1,.,27*,96,15,-7
COCCn1c(SCC(=O)c2ccc(CNC(C)=O)o2)nc2ccccc2c1=O,73,-2.5,-24,-33,3,-3,5,74,.,4
O=c1cc(NS(=O)(=O)c2ccccc2)nc(SCc2c(Cl)cccc2Cl)[nH]1,97,0.8,-11,2,-2,-14,8,97,-4,4
O=S1(=O)C=C(Oc2ccc3ccccc3c2)c2ccccc21,55,-4.2,-4,-14,5,.,66*,44,-31,11
CCOC(=O)c1cnc(-n2nc(C)cc2C)nc1-n1nc(C)cc1C,103,-1.3,-33,-9,1,-2,41,103,-58,-2
CN1CC2([N+](=O)[O-])CC=C(Oc3ccccc3)C([N+](=O)[O-])(C1)C2 (stereo not given),79,-0.3,0,10,4,0,30*,84,-17,-7
COc1ccc2[nH]c(=O)c(CN(Cc3ccccc3OC)Cc3nnnn3CC3CCCO3)cc2c1 (stereo not given),63,-3.5,-44,-17,1,0,2,78,-18,-4

# (further entries)
SMILES,PTEN del growth,MRP1 act,BB579 growth dn,Yeast lifespan up,NPY-Y2 antag,Phagocyt inh,Measles CPE,bCat KO growth,E-sel TNF inh,GALR2 antag
Cc1ccccc1NC(=O)CSc1nc2c(c(-c3ccco3)c1C#N)CCCC2,91,-1.3,-49,-5,0,0,.,80,-42,5
COc1ccc(C(CC(=O)O)NC(=O)COc2ccccc2OC)cc1OC (stereo not given),99,-1.4,-44,2,1,.,3,85,.,-1
COc1ccc(CSc2nc(CSC)cc(N3CCOCC3)n2)cc1,87,-1.2,-7,-18,5,0,12,85,-23,-16
CC(C)n1c(Nc2ccccc2)nc2ccccc21,104,1.4,-26,0,-1,-1,3,105,-7,16
CCOc1ccc(-n2nnc3c(=O)n(C/C=C/c4ccccc4)cnc32)cc1,79,-0.7,10,-7,1,2,11,72,-11,5
Cc1ccc(-n2c(C)cc(C(=O)OCC(=O)N(CC(C)C)C3CCS(=O)(=O)C3)c2C)cc1 (stereo not given),84,-1.9,-8,-17,8,2,3,91,-11,6
COC(=O)COc1ccc(S(=O)(=O)N2CCN(c3ccccc3F)CC2)cc1,83,-3.9,4,-16,1,-2,4,98,7,9
CSc1nc(N(CCO)CCO)c2sc3nc(-c4ccco4)c4c(c3c2n1)CCC4,79,-2.6,-23,-5,-1,-5,10,83,-34,0
Cc1cccc(C(=O)N2CCC(c3nc(-c4ccc(S(=O)(=O)N5CCOCC5)cc4)no3)CC2)c1,58,-4.6,-19,-15,1,.,8,47,-2,5
CCOc1ccc(Cn2c(SCCCCC#N)nc3c2c(=O)n(C)c(=O)n3C)cc1OCC,81,-2.1,-48,37,2,-2,3,90,.,-17
O=C(NCCN1CCN(c2ccccc2)CC1)C1CCCN(S(=O)(=O)c2cnc[nH]2)C1 (stereo not given),93,1.2,2,-5,0,0,18,94,.,-8
FC(F)(F)c1cc(-c2cccs2)nc(NCc2ccco2)n1,66,-1.8,-54,-6,5,.,11,57,.,0
CCN1CCCC1CNC(=O)c1ccc2c(=O)n(CCOC)c(=O)[nH]c2c1 (stereo not given),96,0.3,-31,-10,0,-2,6,93,-11,-9
O=C(NC1CCCC1)C(c1ccccn1)N(C(=O)c1csnn1)C1CCCC1 (stereo not given),97,-0.5,-23,.,3,.,1,97,-8,-9
Cc1cc(C(=O)OCC(=O)c2c(N)n(C)c(=O)n(C)c2=O)c(C)n1-c1ccccc1,107,0.8,-48,5,3,0,9,94,.,-4
Nc1ccccc1S(=O)(=O)c1ccccc1N,112,-0.2,-20,-8,0,.,14,100,-26,10
c1ccc(-c2nc3ccccc3nc2-c2ccccn2)nc1,102,-0.8,-15,11,1,2,2,99,-2,-2
O=C(NCc1ccco1)c1nc(-c2ccccc2)n(-c2ccccc2)n1,116,-1.2,-38,2,1,0,12,101,7,-4
COc1ccc(CC(=O)Nc2cccc(C(=O)O)c2C)cc1,88,-1.5,10,-23,1,0,6,96,-17,-2
Cc1nc(SCC(=O)Nc2c(C)n(C)n(-c3ccccc3)c2=O)nc(C)c1C,88,-1.3,-11,-15,2,.,10,83,.,2
CN1CCN(CCC(=O)Nc2ccc(F)c(F)c2)CC1,100,-0.1,-19,-8,2,0,4,101,-8,4
O=C(NC(=S)Nc1nc2c(s1)CCCC2)c1ccc(C(=O)c2ccccc2)cc1,67,-1.8,-33,2,0,12,5,72,.,6
COc1cccc(-c2nnc3sc(C4CCCCC4)nn23)c1,18,-2.6,-7,-14,11,1,10,18,10,-13
Cc1cc(C)n(-c2ccc(Cl)c(C(=O)Nc3cc(C(F)(F)F)ccc3Cl)n2)n1,84,-0.1,1,-2,3,-8,17,91,.,-2
Cc1noc(NS(=O)(=O)c2ccc(NC(=O)COc3ccccc3)cc2)c1C,98,0.1,12,-10,0,-3,8,101,-29,3

# The list goes on.
SMILES,PTEN del growth,MRP1 act,BB579 growth dn,Yeast lifespan up,NPY-Y2 antag,Phagocyt inh,Measles CPE,bCat KO growth,E-sel TNF inh,GALR2 antag
CCOC(=O)c1[nH]c(C)c(C(=O)Nc2ccccc2F)c1C,20,-4.4,-5,-11,5,.,6,23,-7,4
CC1CCCCN1c1nnc(NC(=O)c2cc(-c3ccc(Br)cc3)on2)s1 (stereo not given),94,-0.8,-30,-11,4,0,2,92,.,13
Cc1ccnc(N2CCC(C(=O)NCc3ccc4c(c3)OCO4)CC2)n1,105,-0.8,-57,-2,6,-2,16,101,.,-10
Cc1cccc(-n2ncc3c(Nc4c(C)n(C)n(-c5ccccc5)c4=O)ncnc32)c1,87,-1.4,0,-11,-2,2,19,89,1,-3
C=CCNC(=O)c1onc(CSc2ccc(F)cc2)c1C(=O)O,93,-0.6,-32,-3,9,.,4,91,24,8
COc1ccc(C(=O)C(C)Oc2cccc(NC(=O)c3cccc([N+](=O)[O-])c3)c2)cc1 (stereo not given),78,0.1,-10,-6,4,-2,40,86,17,2
O=c1[nH]c2ccccc2n1C1=CCCC1,101,0.4,-11,-11,6,-1,5,56,55,-16
O=C(NCc1ccccc1)N1CCN(c2ccc(F)cc2)CC1,105,0.2,-33,.,1,.,17,93,-48,1
O=C(c1cc2ncc(Br)cn2n1)N1CCOCC1,111,-0.7,-21,-10,1,0,6,92,6,-16
O=S(=O)(c1ccccc1)c1nc(NCc2ccccc2)sc1Cl,88,0.6,-47,9,2,-8,2,89,-5,1
Cc1ccc(-c2nc(CSCC(=O)Nc3cc(C)on3)c(C)o2)cc1,95,-1.6,8,-11,2,0,3,85,.,-3
CC1(C)N=C(N)NC(Nc2ccccc2)=N1,85,-1.2,-43,-4,5,.,4,91,8,-1
CCNc1nc2c(c(=O)[nH]c(=O)n2C)n1CC(C)C,94,-1.6,-10,-5,1,-2,9,93,-1,-3
CCN(CCCNC(=O)CN1C(=O)COc2ccccc21)c1ccccc1,86,-3.4,-4,-1,4,-4,23,85,-44,4
O=C(O)C1CCCCC1C(=O)NCc1ccccc1 (stereo not given),102,-1.2,-23,0,-3,.,4,92,-31,1
N#CCCN1CCN(S(=O)(=O)c2ccc(S(=O)(=O)NCc3ccccc3)cc2)CC1,102,-2.9,0,-3,2,1,5,94,1,0
Cc1ccc(/C(CSc2nccn2-c2ncc(C(F)(F)F)cc2Cl)=N\O)cc1,52,-2.3,-20,-13,6,0,1,39,-3,7
Cc1ccc(NC(=S)N/N=C/c2c(Cl)cccc2Cl)c(C)c1,17,-0.9,-14,-5,12,3,10,16,.,-3
COc1ccc(-c2nn(CC(=O)N3CCCCC3)c(=O)c3ccccc23)cc1,79,0.8,-22,-2,3,.,7,83,10,1
CC(=O)Nc1ccc(-c2nn[nH]n2)cc1Cl,104,-0.1,-23,0,0,-1,3,106,-4,17
CN(C)c1ccc(C=C2C(=O)OC(C)(C(C)(C)C)OC2=O)cc1 (stereo not given),100,1.2,-39,15,-2,-1,19,91,.,-3
CC(=O)Nc1cc2c(cc1NC(=O)Cn1nc(-c3ccccc3F)ccc1=O)OCCO2,99,-1.6,-49,-19,2,-2,3,81,-24,16
